Assay outcomes: PubChem BioAssay, several laboratories
AP complement = orthogonal test for alternative complement pathway inhibitors. Human serum alternative complement pathway, LPS-coated ELISA, C3 deposition; tested in compound mixtures. 62,000 compounds, 0.08% hits. inhibition, % at 5 µM;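 active = inhibition above 30% in each of the two pooled mixtures holding the compound, so the lower value exceeds 30%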;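 note: 0% = serum in Mg-EGTA without compound and 100% = EDTA serum blank; some compounds past the cut are filed as inactive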
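Test system: human serum complement alternative pathway, C3 deposition onto LPS / Medium: Mg2+-EGTA GVB++ buffer containing human serum at 1:15 dilution / Probe or stimulus: Plate-bound LPS / Times: 1 h at 37 °C / Signal: ELISA with HRP anti-human C3 antibody, TMB substrate, absorbance 450 nm / Measure: percent inhibition / Repeats: two pool placements per compound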
Ecoli tolC = blocks growth of E. coli BW25113 tolC mutant; OD615; growth inhibition, % at 10 µM (by protocol); 65,000 compounds, 2.2% hits; AID 573;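 active = growth inhibition at or above a cutoff equal to the mean over every tested compound plus 3 SD, cut at about 60% in these data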;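 note: growth measured after 20 h incubation at 37 °C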
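Doses: one dose of 10 µM final / Material: E. coli BW25113 ΔtolC::kan, tolC deletion mutant strain / Buffer or medium: LB with kanamycin 50 µg/mL / Evaluation: percent growth inhibition / Detection: optical density read at 615 nm / Incubation: 37 °C, 20 h exposure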
Numbers without * were called inactive. A portion of the library, so the mix of outcomes need not match the whole.

SMILES	AP complement	Ecoli tolC
CC(CO)(CO)N=Cc1c(O)n(-c2cccc3ccccc23)c(=O)[nH]c1=O	10	-11
